PLC-beta3 inh: human PLC-beta3 inhibitors, primary screen, biochemical, fluorescence | 1-phosphatidylinositol 4,5-bisphosphate phosphodiesterase beta-3 (Homo sapiens), Q01970 | Purified PLC-beta3, fluorogenic substrate | inhibition, % at 12.2 µM | 370,000 tested, 0.18% active | AID 720704, 2013; in the data active = inhibition above about 11%;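 note: 0% = median of compound wells on plate and 100% = full blocker control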
ssDAF12 agonist: S. stercoralis DAF-12 nuclear receptor activators, primary screen, cell-based, luminescence, HEK293, GRIP1 co-expression, lit1-tk-luc | HEK293 ssDAF-12/GRIP1 lit1-tk-luc reporter; % of 3 µM dafachronic acid response | 370,000 tested, 1% active | AID 652126, 2013 | Nuclear hormone receptor DAF-12 (Strongyloides stercoralis) | activation, % at 6.8 µM;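 active = activation above the mean over all tested compounds plus 3 SD, cut at about 0.9% in these data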;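 note: 0% = DMSO-only wells and 100% = 3 µM delta7-dafachronic acid wells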
DAX1 inh-1: DAX1 (NR0B1) inhibitors, primary screen, cell-based, HEK293, Gal4-DAX1, luciferase luminescence; HEK293 Gal4-DAX1 luciferase reporter; inhibition, % at 6.75 µM; 340,000 tested, 0.99% active; AID 504766, 2011;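 active = inhibition above the mean over all tested compounds plus 3 SD, cut at about 4.2% in these data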;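 note: 0% = DAX1-transfected cells with DMSO and 100% = empty-vector control cells with DMSO; inhibition shows as a rise in luminescence from relieved DAX1 repression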
Target sequence (P51843 207-470 limits assumed): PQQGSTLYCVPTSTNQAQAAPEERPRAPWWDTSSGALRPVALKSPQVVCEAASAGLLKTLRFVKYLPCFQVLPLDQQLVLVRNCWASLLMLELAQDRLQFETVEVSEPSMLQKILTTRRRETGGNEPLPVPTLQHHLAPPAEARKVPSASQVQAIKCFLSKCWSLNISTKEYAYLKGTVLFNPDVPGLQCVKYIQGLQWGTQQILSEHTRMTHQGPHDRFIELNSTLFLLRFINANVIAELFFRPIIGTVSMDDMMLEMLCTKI
sPLA2-III inh: human group III sPLA2 inhibitors, primary screen, biochemical, QFRET, BODIPY PC-A2 liposome substrate; 370,000 tested, 0.56% active; inhibition, % at 12.2 µM; QFRET BODIPY PC-A2 liposome hydrolysis, fluorescence;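 active = inhibition above mean plus 3 SD of compounds lying within the high and low control bounds, cut at about 19% in these data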;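 note: 0% = median of test compound wells and 100% = no enzyme DMSO wells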
Target sequence (Q9NZ20 whole entry, looked up): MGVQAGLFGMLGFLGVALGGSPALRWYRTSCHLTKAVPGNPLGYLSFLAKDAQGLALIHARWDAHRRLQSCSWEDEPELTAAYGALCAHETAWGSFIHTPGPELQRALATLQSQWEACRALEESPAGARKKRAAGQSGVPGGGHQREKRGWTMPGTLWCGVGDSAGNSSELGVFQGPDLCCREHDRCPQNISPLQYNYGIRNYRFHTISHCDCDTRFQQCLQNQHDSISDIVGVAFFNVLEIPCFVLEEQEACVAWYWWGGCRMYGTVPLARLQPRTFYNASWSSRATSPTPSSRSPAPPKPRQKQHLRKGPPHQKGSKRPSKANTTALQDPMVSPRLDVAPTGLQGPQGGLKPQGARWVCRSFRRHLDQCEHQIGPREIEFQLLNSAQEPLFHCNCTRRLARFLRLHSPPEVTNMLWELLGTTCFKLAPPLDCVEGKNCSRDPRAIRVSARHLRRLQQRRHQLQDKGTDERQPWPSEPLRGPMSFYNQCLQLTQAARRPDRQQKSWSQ
PG9 binder: binders of HIV-1 gp120 antibody PG9, primary screen, biochemical, TR-FRET | 360,000 tested, 0.43% active | TR-FRET gp120-PG9 antibody binding | inhibition, % at 6.7 µM | HIV-1 gp120 / PG9 antibody interaction; in the data active = inhibition above about 8.5%
hgDAF-12 ag: H. glycines DAF-12 receptor agonists, primary screen, cell-based, luminescence, HEK293, GAL4 fusion, UAS-luciferase; HEK293 GAL4-hgDAF12 UAS-luciferase reporter, agonist luminescence; normalized to butyrate control; activation, % at 6.8 µM; 370,000 tested, 1.8% active; AID 687014, 2013;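 active = activation above a cutoff set at the mean of all screened compounds plus 3 SD, cut at about 10% in these data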;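 note: 0% = DMSO wells and 100% = sodium butyrate wells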
DAX1 inh-2: DAX1 (NR0B1) inhibitors on StAR promoter, primary screen, cell-based, luminescence, SF-1 (NR5A1), full-length DAX-1 | HEK293T StAR-luciferase reporter, SF-1/DAX-1 repression relief | AID 652010, 2013 | inhibition, % at 6.8 µM | 370,000 tested, 1.1% active;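 active = inhibition above the mean over all tested compounds plus 3 SD, cut at about 3.6% in these data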;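 note: 0% = DAX-1 cells with DMSO and 100% = cells lacking DAX-1 with DMSO; higher inhibition means more luminescence from relief of DAX-1 repression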
hcDAF12 agonist: H. contortus DAF-12 nuclear receptor activators, primary screen, cell-based, luminescence, HEK293, lit1-tk-luc reporter; activation, % at 6.8 µM; HEK293 hcDAF-12 lit1-tk-luc reporter; 0% DMSO, 100% Δ7-dafachronic acid; AID 652067, 2013; 370,000 tested, 1.4% active;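 active = activation above the mean of all tested compounds plus 3 SD, cut at about 5.5% in these data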;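 note: 100% = response to 3 µM Δ7-dafachronic acid high control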
FXN GAA850 act: FXN promoter activators, primary screen, cell-based, luciferase luminescence, HEK293 lucGAA850; HEK293 lucGAA850 FXN promoter luciferase reporter, 24 h; percent of 10 µM SAHA response; activation, % at 6 µM; 360,000 tested, 0.56% active; AID 540364, 2011;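 active = activation above the average of all compounds screened plus 3 SD, cutoff fixed separately per campaign, cut at about 7.5% in these data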;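 note: 0% = DMSO wells and 100% = 10 µM SAHA wells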
SMARCA2 activ: SMARCA2 (BRM) function activators, primary screen, cell-based, luminescence, high throughput. MG213 cells, MMTV-luciferase reporter, dexamethasone, overnight. activation, % at 9.1 µM. 370,000 tested, 1% active. AID 652017, 2013; in the data active = activation above about 7.8%;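 note: 0% = vehicle wells and 100% = reference activator wells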
Rev-erbA mod: modulators of Rev-erb alpha DNA binding, primary screen, biochemical, FITC-DNA, fluorescence polarization, uHTS. AID 1259318, 2017. Rev-erbα–FITC-DNA binding, 90 min. Nuclear receptor subfamily 1 group D member 1 (Homo sapiens), P20393. 370,000 tested, 0.79% active. activity, % at 10 µM;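 active = activity above about 14%, limit read from the data; passing the limit was not always enough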;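 note: 0% = DMSO wells with 35 nM protein and 100% = DMSO wells with 750 nM protein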
* hit, by the source's call; i = inactive; · = not tested or not shown.

SMILES	PLC-beta3 inh	ssDAF12 agonist	DAX1 inh-1	sPLA2-III inh	PG9 binder	hgDAF-12 ag	DAX1 inh-2	hcDAF12 agonist	FXN GAA850 act	SMARCA2 activ	Rev-erbA mod
CCCNC(=O)C1(C)CCN(CCOc2ccc(Cl)cc2)C1 (stereo not drawn)	7.9	-1.2	·	3.8	-1.1	-2.0	0.6	-1.6	-0.6	-3.2	1.3
COC(=O)[C@H](CC(C)C)NC(=O)NCCC1=CCCCC1	-3.7	-1.9	0.8	3.0	-0.8	2.6	0.5	-2.2	0.6	-2.4	7.0
COC(=O)CCN1CCC2CC1c1cc(N3CCCCC3)ccc12 (stereo not drawn)	3.8	-1.6	0.3	0.4	-1.0	3.1	0.6	1.7	-0.9	1.9	-1.7
CCc1nn(CCCC(=O)N(C)Cc2ccccc2)c(=O)c2cc3occc3n12	-7.1	-1.0	0.7	8.9	-0.4	1.1	-1.9	-1.4	1.7	-1.4	-0.9
Cc1cc2cc(CN(CC3CCCO3)C(=S)NCc3ccco3)c(=O)[nH]c2cc1C (stereo not drawn)	-5.7	-1.6	0.0	-6.8	-0.4	-0.4	-0.1	-2.8	-1.5	1.1	-0.9
CCN(CC)CCOC(=O)c1cccc(OC)c1	2.2	-1.2	0.1	0.0	0.3	-1.2	0.3	-0.6	-0.7	1.7	-4.6
COc1ccc(/C=C/C(=O)c2ccc(Cl)cc2)c(OC)c1	-40.8	-1.4	0.6	-3.5	-3.2	15.6*	1.8	0.9	2.5	7.2	1.1
COc1ccc([N+](=O)[O-])cc1N(CC(=O)O)S(C)(=O)=O	5.3	-0.5	1.9	6.1	-3.0	-3.6	-0.1	0.0	1.1	5.7	-0.8
CCOc1ccccc1C1CC(=O)NC2=C1C(=O)CC(C)(C)C2 (stereo not drawn)	-1.8	-1.6	0.1	-1.6	-1.0	0.3	0.9	-1.4	0.0	1.6	-4.6
O=c1[nH]c(=O)n(C2CCCO2)cc1Br (stereo not drawn)	0.2	-1.0	1.1	-3.7	-1.4	-0.5	-0.3	0.9	-0.5	-0.2	3.2
CCC(C(=O)NC(C)(C)C)n1c(-c2cccc(NC(C)=O)c2)nc2ccccc21 (stereo not drawn)	-0.9	-1.2	·	9.4	-1.6	-3.1	-0.4	-1.5	·	-5.5	0.6
COc1ccc(N2CCN(C(=O)c3cc(C)oc3C)CC2)cc1	-6.7	-0.6	0.9	-1.0	-3.9	-0.5	-0.8	-0.5	2.9	-1.2	-2.6
COc1cccc2cc(C(=O)OCC(=O)NCc3ccc4c(c3)OCO4)c(=O)oc12	-7.8	-0.5	3.1	0.7	-1.2	9.5	1.4	4.3	4.8	10.8*	-0.7
CCc1ccccc1N1C(=O)C2C3C=CC(CC3)C2C1=O (stereo not drawn)	-7.8	-1.1	0.0	10.3	-1.4	-0.9	0.2	0.8	0.5	-4.0	0.7
CCN(CC)CCNC(=O)C(=O)NCC1OCCN1S(=O)(=O)c1cccs1 (stereo not drawn)	-7.1	-1.0	-0.6	3.5	-1.0	4.3	0.5	-0.4	0.1	2.0	-4.7
Clc1ccc(/C=N/NC2=Nc3cccc4cccc2c34)cc1	-8.9	0.5	3.7	-8.8	0.8	7.1	1.4	6.7*	4.6	3.9	-2.2
Cc1ccc(C(=O)CNc2cccc(Cl)c2)cc1	-1.1	-0.4	1.5	3.9	0.5	1.5	0.1	1.6	2.7	3.5	-1.6
C/C(=C/C(=O)N1CCc2ccccc21)C(=O)O	-6.6	-0.1	-0.1	11.0	3.0	1.0	-0.8	3.5	2.1	0.8	-5.2
CCOC(=O)c1c(S(=O)(=O)N(C)C2CCCCC2)c(C)n(C)c1C	0.6	-0.6	0.1	6.1	-1.4	-2.2	0.3	-0.1	1.1	-2.7	2.5
CCOc1ccc(NC(=O)COc2ccc(C(=O)N3CCC(C(N)=O)CC3)cc2OC)cc1	0.0	-0.3	-0.8	0.4	-0.9	1.8	-1.3	-1.3	0.0	-0.6	-0.9
N#CCCN(C(=O)COC(=O)CNC(=O)C12CC3CC(CC(C3)C1)C2)c1ccccc1	-4.5	-0.9	3.2	-8.4	-0.3	0.0	1.1	-1.8	3.3	1.9	2.1
COc1ccc(-n2cc(CN3CCC(OC)CC3)c(-c3cccc(F)c3)n2)cc1	1.3	-1.5	-1.0	-4.7	-0.1	-2.7	-0.8	-0.1	-0.1	0.0	-1.5
Fc1cccc(NC(=S)NCc2ccccc2Cl)c1	-6.1	-1.3	0.6	10.1	2.5	-1.6	0.6	-0.1	0.3	-5.7	-8.3
Cc1ccc(/C=C/C(=O)O)cc1S(=O)(=O)NCCCO	1.3	-1.1	1.2	0.6	-1.8	1.3	0.0	1.8	-0.6	1.5	-5.4
CCOc1ccc(N2C(=O)CC(Cc3cc(C)cc(C)c3)C2=O)cc1 (stereo not drawn)	-6.3	-1.6	1.4	-4.2	-2.0	0.6	0.3	-1.8	0.6	0.1	1.7
Cc1cc(C)cc(N(CCC#N)C(=O)CN2C(=O)NC3(CCCC3)C2=O)c1	-3.1	-0.3	-2.0	-5.0	-1.8	0.5	-0.1	0.2	1.9	-0.2	2.2
CC(=O)Nc1cccc(NC(=O)C2CCCN2C(=O)Nc2cccc(F)c2)c1 (stereo not drawn)	-2.1	-0.9	-0.9	-4.0	-3.0	-1.0	-0.9	-2.0	-0.8	2.3	-0.5
COC(=O)c1ccccc1NC(=O)c1onc(C)c1Cl	-7.2	-0.6	1.0	10.3	-0.4	2.8	0.2	0.3	1.5	-1.9	-1.0
Cc1cccc(N(Cc2ccccc2)C(=O)c2ccccc2S(C)(=O)=O)c1	-10.9	-1.6	0.4	-0.3	0.8	1.4	-1.7	-2.1	0.4	-1.1	5.8
Cc1cc(Oc2ccccc2)nc(SCC(=O)Nc2ccc(Cl)cc2Cl)n1	-4.6	-1.1	1.4	2.7	1.8	-0.3	0.0	-1.1	1.8	-1.6	1.1
COc1ccc(Br)cc1C(=O)NC(=S)Nc1c(C)n(C)n(-c2ccccc2)c1=O	-3.0	-0.6	0.1	-2.1	-0.1	-1.0	-0.4	-0.2	2.8	1.1	-2.2
CN1CCN(CC(O)COc2ccc(S(=O)(=O)N3CCOCC3)cc2)CC1 (stereo not drawn)	-7.4	-0.8	0.7	11.5	0.4	-2.0	-0.7	0.9	2.9	-2.7	-1.0
COc1cc(NC(=O)Cc2cccs2)c(C(=O)O)cc1OC	-3.0	-1.0	·	5.2	-0.2	3.7	0.3	-0.4	0.8	-0.5	2.6
OCC1OC(c2ccc(O)cc2O)C(O)C1O (stereo not drawn)	-2.6	-0.6	·	8.6	0.4	-0.5	0.8	1.4	·	-1.3	-6.0
CC(C)C(=O)Nc1ccc(NC(=O)c2ccc3c(c2)OCO3)cc1	-6.5	-1.4	1.0	0.8	1.2	-1.3	-0.2	-0.3	-3.7	3.1	-2.0
CC(=O)Nc1ccccc1C(=O)C(=O)Nc1ccccc1	2.4	0.3	0.2	9.4	0.6	2.2	0.0	0.5	2.2	-2.9	1.2
Cc1cccc(C)c1NC(=O)CN(C)C(=O)/C=C/c1cccs1	-1.9	-1.1	0.1	-0.2	-1.8	0.6	-0.3	-2.1	2.9	-1.9	-4.3
CSCCC(NS(=O)(=O)c1cc(C(=O)O)ccc1Cl)C(=O)O (stereo not drawn)	1.6	-0.6	-0.1	-1.4	0.4	6.7	0.5	1.6	3.1	2.9	1.9
Cc1nn(C)c(C)c1/C=C/C(=O)O	2.8	-0.1	1.7	-3.6	-0.8	-1.6	1.1	1.0	0.2	0.3	-1.7
CCCC(=O)N1CCC[C@]2(CC[C@@H](CCC(=O)OCC)O2)C1	-0.2	-0.5	·	5.2	·	9.8	0.4	0.2	·	-2.0	-6.1
Cc1c(Cl)cccc1NC(=S)Nc1ccc2[nH]c(=O)[nH]c2c1	-16.1	-1.6	-0.2	12.8	-0.2	-4.2	0.3	0.2	-1.1	-6.2	-0.1
Cc1ccc(C(=O)C2CC2)cc1C	-11.9	-1.2	-0.7	9.6	1.1	-1.1	-0.7	0.2	-0.7	-2.4	-1.5
Cc1cc(C)n2c(nc3ccccc32)c1C(=O)NN	i	-1.1	·	-5.7	-0.6	5.3	0.9	-0.1	4.3	1.2	1.4
CC1(c2cccc(Br)c2)NC(=O)N(CC(=O)c2ccc3c(c2)OCO3)C1=O (stereo not drawn)	-4.4	-0.8	-0.6	-1.4	0.3	1.5	0.7	0.5	-0.2	0.8	2.5
COc1cccc(/C=N/n2c(-c3cc(C)[nH]n3)n[nH]c2=S)c1OC	-7.8	-0.6	-0.9	0.1	-0.3	-0.6	-0.5	0.2	-0.8	-2.9	-1.6
O=C(COc1ccc(Cl)cc1Cl)NCC(=O)N/N=C/c1c[nH]c2ccccc12	3.6	-1.1	1.3	-0.4	-0.7	3.0	0.2	2.3	1.7	-1.1	0.0
O=C1CC(N2CCN(c3ccc(S(=O)(=O)N4CCCC4)cc3)CC2)C(=O)N1c1ccc(F)cc1 (stereo not drawn)	-0.4	-1.3	0.4	-2.0	0.8	0.2	-0.2	0.4	1.9	0.6	7.2
O=C(c1cccc(-n2cccc2)c1)N1CCN(S(=O)(=O)c2ccccc2Br)CC1	-2.2	-1.5	0.3	-26.8	-1.5	2.2	-0.8	-1.0	-0.9	-1.4	5.1
COc1ccccc1N1C(C)=CC(=C(C#N)c2nc3ccccc3s2)C=C1C	2.0	-1.6	-0.3	1.1	0.9	-4.9	-0.2	0.5	-6.6	-3.6	-4.5
CC1CCN(Cc2c(C(=O)N/N=C/c3ccc(C(F)(F)F)cc3)nnn2-c2nonc2N)CC1	-3.4	-0.7	0.7	-3.6	-2.6	0.7	0.5	0.6	-0.3	-1.7	0.1
CC(C)CCNC(=O)CNC(=S)N(CCCN1CCOCC1)Cc1cccs1	3.6	-0.7	-1.2	3.4	-0.6	0.1	0.2	-1.8	-0.7	-1.6	4.1
CC[C@H](CCCCCCCn1ccc2ccccc21)CCC(=O)N(c1ccccc1)c1ccccc1	1.8	-1.8	·	-5.3	·	1.1	-0.9	1.9	·	1.2	-5.3
CCC(C)NS(=O)(=O)c1ccc(OCC(=O)NCc2ccc3c(c2)OCO3)cc1 (stereo not drawn)	0.4	-1.2	-0.8	-7.3	-0.8	-0.6	-0.1	-2.1	-0.2	-1.0	3.2

Screening data: PubChem BioAssay, several laboratories
